Source: PubChem
Artemis endo inh = Artemis endonuclease inhibitors, primary screen, biochemical, fluorescence intensity, FAM/BHQ-1 hairpin substrate; Protein artemis (Homo sapiens), Q96SD1; recombinant Artemis, quenched FAM hairpin cleavage fluorescence; inhibition, % at 10 µM; actives 0.78% (n = 30,000); AID 686954, 2013;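 active = at 10 µM dose, at least 30% inhibition, measured as corrected fluorescence normalized to stimulator and neutral control wells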
Target sequence (Q96SD1 whole entry, looked up): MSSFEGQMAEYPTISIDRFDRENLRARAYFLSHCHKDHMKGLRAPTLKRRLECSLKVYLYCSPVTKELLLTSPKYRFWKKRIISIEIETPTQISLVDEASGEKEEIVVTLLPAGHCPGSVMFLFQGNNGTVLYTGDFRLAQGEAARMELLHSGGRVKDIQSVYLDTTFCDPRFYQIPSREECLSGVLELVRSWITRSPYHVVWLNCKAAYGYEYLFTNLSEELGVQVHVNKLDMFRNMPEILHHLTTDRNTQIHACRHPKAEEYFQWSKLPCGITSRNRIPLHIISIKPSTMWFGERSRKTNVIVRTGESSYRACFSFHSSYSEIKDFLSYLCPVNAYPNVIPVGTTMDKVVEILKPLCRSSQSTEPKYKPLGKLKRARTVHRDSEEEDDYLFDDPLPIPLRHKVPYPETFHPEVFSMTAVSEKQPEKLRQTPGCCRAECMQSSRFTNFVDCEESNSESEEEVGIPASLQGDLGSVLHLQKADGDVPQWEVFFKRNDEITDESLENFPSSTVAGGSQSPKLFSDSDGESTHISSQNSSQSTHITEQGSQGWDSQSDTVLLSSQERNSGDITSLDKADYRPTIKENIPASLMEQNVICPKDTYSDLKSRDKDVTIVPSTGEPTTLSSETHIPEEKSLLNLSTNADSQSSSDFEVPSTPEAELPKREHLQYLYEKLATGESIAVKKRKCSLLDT
Numbers without * were called inactive.

SMILES	Artemis endo inh
Cc1oc2nc(SCC(=O)NC3CCCCC3)nc(N)c2c1C	7
Cc1ccc(-c2nn(C)c(=O)c3ccccc23)cc1CNC(=O)c1ccco1	-5
Cc1ccc(NC(=O)c2ccc(OC(=O)CCN3C(=O)c4ccccc4C3=O)cc2)cc1	-10
CC(C)(C)OC(=O)NCC(=O)NCC(=O)OCc1ccccc1	-9
Cc1ccccc1OCC(=O)O/N=C(\N)Cc1ccc(Cl)cc1	9
Cc1ccc(-c2nc(N)n(C(=O)Cc3ccccc3)n2)cc1	-6
CC(=O)NN1C(=O)/C(=C/c2ccc(Br)o2)SC1=S	13
COC(=O)c1c(N)sc(C(=O)N2CCOCC2)c1C	1
CCOC(=O)C1=C(NC#N)OC(C)=C(C)C1c1ccc(O)cc1 (centres undefined)	-6
Cc1cc(C)n2nc(C(=O)NCc3ccccc3)nc2n1	-3
Brc1ccc(/C=N/N2CCN(C3c4ccccc4-c4ccccc43)CC2)s1	-1
c1ccc(C2Nc3ccccc3-c3nc4ccccc4n32)nc1 (centres undefined)	3
CC(C)NC(=O)/C(=C/c1ccco1)c1ccccc1	-7
CCOC(=O)C(Cc1cc(C(C)=O)ccc1OC(C)C)C(=O)OCC	-5
O=[N+]([O-])c1ccc(O)c(-c2nn[nH]n2)c1	-7
Cc1ccc(Cn2ccc(NC(=O)c3c(-c4ccccc4Cl)noc3C)n2)cc1	-1
Cc1cc(NC(=O)CSc2nc3ccccc3[nH]2)no1	7
CCC1(CC)C(=O)N(C)C(=O)NC1=Nc1ccc(OC)cc1	-5
Cc1ccc(/C=N/n2cnc3sc(-c4ccccc4)cc3c2=O)o1	-5
O=C(CN(c1ccccc1)S(=O)(=O)c1ccccc1)N1CCN(Cc2ccc3c(c2)OCO3)CC1	4
COC(=O)c1ccc(NC(=O)CSc2nnc(CNc3ccc(OC)cc3)n2C)cc1	-5
Oc1ccc2nc(Cc3ccccc3)[nH]c2c1	2
CCC(C)(C)n1nnnc1C(c1ccccc1F)N1CCC(C(N)=O)CC1 (centres undefined)	-8
CCOC(=O)c1nc(N)c(C(=O)OCC)[nH]1	-8
O=C(NCc1ccc2c(c1)OCO2)c1ccc(=O)[nH]c1	4
COc1ccc(Cl)cc1C(=O)NCC(C)C	-2
O=C(CSc1ncnc2nc[nH]c12)c1ccc2ccccc2c1	8
N#CCCN(C(=O)COC(=O)c1ccc2c(c1)NC(=O)CS2)c1ccc2c(c1)OCCO2	-7
Cc1cccc(/C(N)=N/OC(=O)c2ccco2)c1	0
CC(C)CSc1nc2ccccc2c(=O)[nH]1	1
CCOc1ccc(CCNC(=O)C(O)c2ccccc2)cc1 (centres undefined)	-1
CCOC(=O)CCc1c(C)c2ccc(OCc3ccc([N+](=O)[O-])cc3)cc2oc1=O	7
N#CN=C1SCCS1	-2
O=C(CCN1C(=O)C2C3C=CC(C3)C2C1=O)N1CCN(c2ccccc2F)CC1 (centres undefined)	-5
CCN(Cc1cc2cc(OC)ccc2[nH]c1=O)C(=O)Cc1ccc(OC)cc1	15
COc1cc(-c2noc(CCC(=O)Nc3cccnc3)n2)cc(OC)c1OC	10
O=C(CC1SC(N2CCCCC2)=NC1=O)Nc1cccc(C(=O)O)c1 (centres undefined)	3
CCOC(=O)C(C#N)C(Cc1ccccc1)c1ccco1 (centres undefined)	2
O=C(CSc1nnc(-c2ccccn2)n1-c1ccccc1)Nc1ccc2c(c1)OCO2	-5
CCCNC(=O)NC(=O)COc1c(F)c(F)cc(F)c1F	-10
CSc1ccc(Cl)c(C(=O)OCC(=O)N2CC(C)OC(C)C2)c1 (centres undefined)	5
COc1ccc(C(=O)Nc2ccccn2)cc1	0
O=S(=O)(Nc1nc2ccccc2nc1NCc1ccco1)c1ccccc1	3
CCOC(=O)c1c(NC(=O)c2ccc(Br)o2)sc(C)c1CC	5
COc1ccc(NC2CCN(C3CC(=O)N(c4ccc(F)c(Cl)c4)C3=O)CC2)cc1 (centres undefined)	7
O=C(CCCc1nc2ccccc2s1)N1CCN(S(=O)(=O)c2cccs2)CC1	2
CCOC(=O)c1ccc(NC(=O)CSc2n[nH]c(-c3ccncc3)n2)cc1	-2
COc1ccc(NC(=O)C2C(=O)NC3(C)CC2c2ccccc2O3)cc1 (centres undefined)	-1
CCOC(=O)NC(Nc1nnc(SCC)s1)(C(F)(F)F)C(F)(F)F	-3
Cc1cc(C)n(CC(O)CN(c2ccccc2)S(=O)(=O)c2ccccc2)n1 (centres undefined)	0
(continued)
SMILES	Artemis endo inh
CCCn1c(SCC(=O)NC(C)(C)C)nnc1C(C)C	0
Cn1c2ccccc2c2c(C(=O)N3CCN(c4ccccn4)CC3)cn(C3CCCC3)c(=O)c21	8
Cc1cc([N+](=O)[O-])ccc1NC(=S)NC(=O)C(c1ccccc1)c1ccccc1	2
S=C1NNC2(NN1)C1CC3CC(C1)CC2C3	0
COc1ccc(OCC(=O)Sc2ccc(C)cc2)cc1	-1
Clc1ccc(-c2cc(COc3ccccc3)no2)cc1Cl	4
Cc1ccccc1OCCNc1ccc(C(F)(F)F)cc1[N+](=O)[O-]	0
Cc1nn(-c2ccccc2)c(Cl)c1C1C(C#N)=C(N)OC2=C1C(=O)CC(C)(C)C2 (centres undefined)	3
COc1ccc(N2CCN(C(=O)c3cn(C4CCCC4)c(=O)c4c3c3ccccc3n4C)CC2)cc1	23
O=C(c1ccc(COc2ccccc2Br)cc1)N1CCCCC1	10
Nc1ccc(-n2cnc3cc([N+](=O)[O-])ccc32)cc1	-3
COc1ccc(/C=N/NC(=O)c2cc(C34CC5CC(CC(C5)C3)C4)[nH]n2)cc1O	14
COC(=O)c1[nH]c2ccc(C)cc2c1NC(=O)NC1CCCCC1	-2
CCOC(=O)c1c(C)[nH]c(C(=O)Cn2nnc(-c3ccccc3Cl)n2)c1C	0
CCc1ccc(NC(=O)Cn2c(SC)nc3ccccc32)cc1	-4
Cc1cc(C)c2[nH]c(=O)c(CN(CC3CCCO3)C(=O)c3cnccn3)cc2c1 (centres undefined)	-4
Cc1ccc(S(=O)(=O)NCC(=O)N(CC(=O)NC2CCCC2)c2ccc3c(c2)OCCO3)cc1	4
CCn1cc(C(=O)N(CCCN2CCOCC2)Cc2ccco2)c(=O)c2ccc(C)nc21	3
Cc1ccc(-n2[nH]c(C)c(C=NC34CN5CN(CN(C5)C3)C4)c2=O)cc1C	-7
O=S(=O)(NCc1cn2ccsc2n1)c1ccc2c(c1)OCCO2	0
O=S(=O)(Cc1cnc(Cl)s1)c1ccccc1	4
CC1(C)CC(=O)C=C(Nc2ccc3c(c2)OCCO3)C1	-9
O=C(COc1ccc(Cl)cc1)NCCSCc1cccc(Cl)c1	6
Cc1cc(OCC(=O)Nc2ccc(N3CCCC3)cc2)cc(C)c1Cl	66*
CCCCn1c(SCC(=O)NCc2ccco2)nc2cc(S(N)(=O)=O)ccc21	-5
CC1Cc2ccccc2N1C(=O)COC(=O)CNC(=O)c1ccc(Br)o1 (centres undefined)	-4
CCn1c(SC)nnc1-c1nnc(SC)n1CC	-5
Cc1sc2c(=O)n3c(nc2c1C(=O)NCCCN1CCOCC1)CCCCC3	-8
Cc1ccc(-c2csc3ncn(-n4c(C)ccc4C)c(=O)c23)o1	13
Cc1ccccc1NS(=O)(=O)c1ccc(NC(=O)c2ccco2)cc1	-4
O=S(=O)(c1ccccc1)N1N=C(c2cccs2)CC1c1ccc(F)cc1 (centres undefined)	9
O=C(c1nn(Cc2ccccc2)c(=O)c2ccccc12)N1CCN(C/C=C/c2ccccc2)CC1	12
CCOC(=O)C1=C(C)N=C2SC(C)C(=O)N2C1c1cccc(F)c1 (centres undefined)	5
O=C(Nc1ccc(-c2nc3ccccc3o2)cc1)c1cccnc1	-3
COc1ccc(Cl)cc1NC(=O)CC(C)=O	2
Cc1ccc(Oc2ccc(S(=O)(=O)N3CCOCC3)cc2C(N)=O)c(-n2nc3ccccc3n2)c1	2
COc1ccc(Cl)cc1Nc1nc(C)cc(C)c1C(N)=O	-7
CCOc1cc(/C=C2/NC(=S)NC2=O)ccc1OCc1ccc([N+](=O)[O-])cc1	13
O=C1CC(N2CCSCC2)C(=O)N1CCc1ccccc1 (centres undefined)	-1
Cc1ccc2[nH]c3c(c2c1)CN(C)CC3	-2
CCS(=O)(=O)N1CCCC(C(=O)NCc2ccc(C)cc2)C1 (centres undefined)	3
COCCN(C(C)=O)c1nnc(-c2cnccn2)s1	2
CCOC(=O)c1cc(C#N)c(Oc2cccc(C(F)(F)F)c2)nc1-c1ccccc1	6
COc1ccc(NC2(c3ccc(Cl)cc3)C(=O)c3ccccc3C2=O)cc1	-6
CCOC(=O)N1CCN(C(=O)c2ccc(Cl)c(S(=O)(=O)Nc3ccccc3)c2)CC1	-16
CCOC(=O)C1CCN(C(=O)c2cc3cc4cc(OC)ccc4nc3o2)CC1	-2
Cc1nn(-c2ccc(Cl)c(Cl)c2Cl)c(=O)c2ccccc12	5
CCc1ccccc1OCc1nnc(N)s1	3
Cc1cccc(NC(=O)CCCCCN2C(=O)c3ccccc3C2=O)n1	8
COc1cccc(-c2nnn(CC(=O)Nc3cc(OC)c(NC(=O)c4ccco4)cc3OC)n2)c1	2
More results
SMILES	Artemis endo inh
Nc1nc(NC(=O)c2cccs2)nn1-c1ccccc1	-7
COC(=O)c1ccc(NC(=O)C2C3C=CC(O3)C2C(=O)O)cc1 (centres undefined)	-9
Cc1cc(=O)oc(C)c1C(=O)NC1CC(C)(C)NC(C)(C)C1	5
Cc1ncc(CC(=O)n2cc(C(=O)c3cc(Cl)ccc3O)cn2)s1	0
CCc1cc(-c2n[nH]c(=S)n2N)n(C)n1	-3
Cc1ccc(C(=O)NC(=S)NNC(=O)c2ccccc2[N+](=O)[O-])cc1	0
CN(C)CCCOC(=O)c1ccc(Cl)cc1	-3
CCC(=O)c1ccc(OCc2ccc(C(=O)OC)cc2)c(OC)c1	2
CCCCn1nnnc1SCC(=O)Nc1ccc2c(c1)OCO2	1
CCOC(=O)c1c(NC(=O)COC)sc(C)c1C	-1
CCOc1ccc(N2C(=O)CC(N)C2=O)cc1 (centres undefined)	1
COC(=O)[C@@H](NC(=O)NC(C)CCc1ccccc1)C(C)C (some centres undefined)	-8
CCN(CC(=O)N1CCN(C)CC1)S(=O)(=O)c1ccc(Cl)cc1	0
CCn1c(COc2ccccc2)nnc1SCC(=O)C(C)(C)C	-8
COc1ccccc1OCC(=O)NN1Cc2ccccc2C1=N	-5
O=C(O)C1CC(=O)N(c2ccc(OCc3ccccc3Cl)cc2)C1 (centres undefined)	-5
Cc1ccc2c(c1)NC(=O)C(N1CCOCC1)(C(F)(F)F)O2 (centres undefined)	5
COc1ccc(CCNC(=O)CCSc2nc(-c3ccco3)cc(C(F)(F)F)n2)cc1OC	2
COc1ccc(C)cc1NC(=O)c1ccoc1C	-6
CCc1c(C)c(C#N)c2nc3ccccc3n2c1NCc1ccco1	-6
COC(=O)Cc1[nH]nc2c1C(C1C=CCCC1)C(C#N)=C(N)O2 (centres undefined)	6
CCNC(=O)C(C)Sc1ccc(Cl)cc1 (centres undefined)	-2
Cc1nn(-c2ccccc2)c2c1C(=O)N(Cc1ccccc1)C(=O)C(C)(C)C2	-7
Cc1n[nH]c(C)c1S(=O)(=O)N1CCCCCC1	-5
Cc1ccc(S(N)(=O)=O)cc1NC(=O)/C=C/c1cccs1	-8
O=C1C2C3C=CC(C3)C2C(=O)N1c1cccc(-c2nc3ccccc3o2)c1 (centres undefined)	-5
COC(=O)CCC(=O)Nc1cccc2c(NC(=O)CCC(=O)OC)cccc12	4
O=C(NCCCn1ccnc1)c1cc(-c2ccc(Cl)cc2)nc2ccccc12	11
CCOC(=O)CC1=C(C#N)C(c2cccnc2)C(C(=O)OCC)=C(N)O1 (centres undefined)	-1
Cc1cc(N2CCN(c3cccc(C)c3C)CC2)nc(-c2ccccc2)n1	3
CCCNC(=O)N1CCC(C(=O)c2cccc(F)c2)CC1	-5
CCOCC(=O)N1CCc2ccccc21	-8
COC(=O)c1c(NC(=O)CCc2ccc(C)o2)sc(C)c1C	11
O=C(COC(=O)c1ccco1)Nc1ccc2c(c1)OCO2	-4
CC(=O)Nc1ccc(Oc2ncccn2)c(Cl)c1	1
CCC1CCCCN1C(=O)Cn1c(=O)oc2ccccc21 (centres undefined)	-2
CCOC(=O)N1CCC(NC(=O)Cn2ncc3c4ccccc4n(C)c3c2=O)CC1	-2
COc1ccc(C(c2nnnn2Cc2ccccc2)N2CCN(C(=O)c3ccco3)CC2)cc1 (centres undefined)	-4
COc1cccc(-c2nc3ccccc3s2)c1	-8
CS(=O)(=O)N1CCC(C(=O)Nc2ccc(F)cc2F)CC1	4
Cc1c(C)n(C(=O)CSc2ncn[nH]2)c2ccccc12	-1

A portion of the library (hit frequency here may not be typical).
